# TbMetRS inhib: T. brucei MetRS inhibitors, primary screen, biochemical, luminescence; methionyl-tRNA synthetase (Trypanosoma brucei brucei); purified T. brucei MetRS, ATP depletion, Kinase-Glo luminescence; inhibition, % at 11.9 µM; actives 0.4% (n = 360,000); AID 624268, 2012;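 active = inhibition above a per-plate cutoff of the control wells' mean inhibition plus 3 SD, cut at about 5.5% in these data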;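 note: 0% = DMSO wells median and 100% = median of wells with control inhibitor compound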
#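 Test system: purified T. brucei MetRS enzyme. Also added: ATP, methionine and E. coli bulk tRNA substrates. Compound: 11.9 µM single point. Schedule: 15 min enzyme-compound preincubation, 2 h reaction, 10 min detection, 25 °C. Signal: luciferase luminescence of residual ATP, Kinase-Glo. Evaluation: percent inhibition versus plate control medians. Controls: DMSO wells, low control.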
# CSN deneddyl inh: inhibitors of CSN-mediated cullin deneddylation, primary screen, biochemical, fluorescence polarization, uHTS. COP9 signalosome complex subunit 5 (Homo sapiens), Q92905. Purified CSN, SCF-Nedd8-OG deneddylation. inhibition, % at 12.5 µM. actives 0.38% (n = 360,000);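 active = pattern-corrected inhibition above about 35%, with an unprinted fluorescence ratio check between 0.5 and 1.5, limit read from the data, passing the limit was not always enough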;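 note: 0% = enzyme with substrate and 100% = substrate without enzyme; some results filed as inactive read as strong as hits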
# Target sequence (Q92905 whole entry, looked up, one chain of several): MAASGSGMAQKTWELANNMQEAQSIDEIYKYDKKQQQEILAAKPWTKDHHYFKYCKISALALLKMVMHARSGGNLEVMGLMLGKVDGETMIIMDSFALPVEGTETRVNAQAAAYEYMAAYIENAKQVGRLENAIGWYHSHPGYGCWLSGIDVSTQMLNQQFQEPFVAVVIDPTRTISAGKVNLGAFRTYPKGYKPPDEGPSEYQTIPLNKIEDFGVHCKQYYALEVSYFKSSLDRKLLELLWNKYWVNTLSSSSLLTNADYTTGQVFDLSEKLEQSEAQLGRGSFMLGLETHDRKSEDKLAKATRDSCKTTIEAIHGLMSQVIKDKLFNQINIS
#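 Assay system: Purified human Csn5 enzyme expressed in HEK293T cells | Amount: Enzyme 0.24 nM | Measured by: Fluorescence polarization readout | Medium: Tris/NaCl/DTT buffer, pH 7.5 | Compound dosing: One concentration, 12.5 µM, 0.25% DMSO | Times: 90 min incubation of compound, enzyme and substrate at room temperature | Control set: no-enzyme wells high, enzyme-with-substrate wells low | Read-out: % inhibition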
# FAS-TE inh: FAS thioesterase domain inhibitors, primary screen, biochemical, fluorescence intensity, uHTS | Fatty acid synthase (Homo sapiens), P49327 | inhibition, % at 15 µM | recombinant FAS-TE, OMFH fluorogenic substrate, fluorescence endpoint | actives 0.67% (n = 360,000);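 active = compounds whose normalised, plate-corrected inhibition of enzyme fluorescence in the single-dose primary screen is 50% or more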;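 note: 0% = DMSO with enzyme and 100% = substrate without enzyme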
# E coli Lon inh: inhibitors of E. coli Lon protease, primary screen, biochemical, fluorescence polarization; actives 0.42% (n = 360,000); purified E. coli Lon protease; inhibition, % at 7.94 µM; AID 602123, 2011; P0A9M0; in the data active = inhibition above about 13%, passing the limit was not always enough;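 note: 0% = enzyme with probe and DMSO and 100% = no enzyme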
# Target sequence (P0A9M0 whole entry, looked up): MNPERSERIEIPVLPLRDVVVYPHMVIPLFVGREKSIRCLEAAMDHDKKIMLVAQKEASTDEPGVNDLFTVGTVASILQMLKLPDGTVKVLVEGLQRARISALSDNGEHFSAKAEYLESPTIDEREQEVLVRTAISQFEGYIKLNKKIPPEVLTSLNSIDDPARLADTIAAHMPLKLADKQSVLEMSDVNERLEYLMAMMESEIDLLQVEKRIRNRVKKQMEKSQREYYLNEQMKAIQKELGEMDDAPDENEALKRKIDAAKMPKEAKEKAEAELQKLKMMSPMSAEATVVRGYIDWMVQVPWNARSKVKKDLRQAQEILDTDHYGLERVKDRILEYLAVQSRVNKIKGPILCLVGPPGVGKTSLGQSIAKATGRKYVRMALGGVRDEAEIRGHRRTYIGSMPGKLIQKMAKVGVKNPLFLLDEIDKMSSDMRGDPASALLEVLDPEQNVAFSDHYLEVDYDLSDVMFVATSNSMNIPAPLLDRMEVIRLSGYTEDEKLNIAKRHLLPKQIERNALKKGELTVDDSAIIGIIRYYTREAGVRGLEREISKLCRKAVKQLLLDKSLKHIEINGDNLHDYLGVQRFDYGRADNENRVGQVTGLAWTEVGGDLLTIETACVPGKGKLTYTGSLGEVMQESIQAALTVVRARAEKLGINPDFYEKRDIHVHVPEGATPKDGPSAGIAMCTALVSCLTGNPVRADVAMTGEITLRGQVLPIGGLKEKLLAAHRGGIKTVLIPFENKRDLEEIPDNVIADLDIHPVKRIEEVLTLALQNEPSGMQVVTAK
# Rin1 Abl inh: inhibitors of Rin1-Abl protein binding, primary screen, biochemical, TR-FRET. Tyrosine-protein kinase ABL1 (Homo sapiens) + Ras and Rab interactor 1 (Homo sapiens), …. actives 0.4% (n = 360,000). AID 588664, 2011. inhibition, % at 7.35 µM; in the data active = inhibition above about 5%, passing the limit was not always enough
# MsrA inhibitor: bovine MsrA enzyme inhibitors, primary screen, biochemical, absorbance, HTS | purified bovine MsrA, absorbance read-out | inhibition, % at 15.5 µM | actives 0.75% (n = 360,000); in the data active = inhibition above about 4.5%;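 note: 0% = vehicle wells with enzyme and 100% = reference inhibitor wells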
# MLLE-PAM2 inh: inhibitors of PABP1 MLLE–PAM2 peptide binding, primary screen, biochemical, fluorescence polarization, FITC-PAM2, GST-MLLE; inhibition, % at 20 µM; actives 0.36% (n = 360,000); in the data active = inhibition above about 35%, passing the limit was not always enough;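 note: plate controls were DMSO wells with GST-MLLE for no effect and wells lacking GST-MLLE protein for full effect; some results filed as inactive read as strong as hits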
# Neddyl block: inhibitors of cullin neddylation, primary screen, biochemical, TR-FRET, uHTS, NAE and Ubc12; NEDD8-conjugating enzyme Ubc12 (Homo sapiens) + NEDD8-activating enzyme E1 regulatory …; actives 0.58% (n = 360,000); AID 651699, 2012; calls only at 25 µM; in the data active = inhibition above about 36%
# MsrA act: bovine MsrA enzyme activators, primary screen, biochemical, absorbance, HTS. AID 602163, 2012. activation, % at 10.6 µM. purified bovine MsrA, absorbance read-out. Methionine sulfoxide reductase A (Bos taurus). actives 0.3% (n = 360,000); in the data active = activation above about 7.5%;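 note: 0% = vehicle and 100% = reference activator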
# * marks the source's active call; other numbers are inactive results; i = inactive; . = no result given.
cpd	Compound	CSN deneddyl inh	MsrA inhibitor	MsrA act	Rin1 Abl inh	E coli Lon inh	FAS-TE inh	Neddyl block	TbMetRS inhib	MLLE-PAM2 inh
1	COc1ccc(C(CNC(=O)CCOc2ccccc2)N(C)C)cc1 (stereo not drawn)	5	-0.8	-9	-1	1	-8	i	-1.5	0
2	O=C(c1ccco1)n1nc(NCc2ccccc2)nc1NCc1ccccc1	-9	0.4	-4	0	3	18	i	-0.6	-7
3	Cc1cc(C)c(OC2(c3ccccc3)OC(=O)c3ccccc32)c(C)c1 (stereo not drawn)	4	0.5	-5	0	-1	24	i	-0.6	15
4	CC(C)(C)c1ccc(C(=O)CC(=O)c2cc(Cl)ccc2O)cc1	-2	0.5	-2	-4	1	14	i	0.2	7
5	CC1CN(Cc2nc3c(c(=O)[nH]c(=O)n3C)n2CCCc2ccccc2)CC(C)O1 (stereo not drawn)	1	-0.8	-1	-1	12	-5	i	0.0	2
6	O=C(Nc1ccccc1NC(=O)NC1CCCCC1)NC1CCCCC1	-1	0.4	-9	3	0	-14	i	-0.9	0
7	Cc1ccc(NC(=O)CNc2ccc(OC(C)C)cc2)cc1	2	-0.5	-4	0	-9	-12	i	0.2	0
8	CCOC(=O)c1c(C)[nH]c(C(=O)OCC(=O)N(C)c2c(N)n(Cc3ccccc3)c(=O)[nH]c2=O)c1C	4	1.2	-1	3	-21	-5	i	-0.2	-26
9	C[C@@H]1CN([C@H](C)CO)C(=O)CCCn2cc(nn2)CO[C@H]1CN(C)C(=O)c1ccccc1	-2	1.8	-5	1	-2	-9	i	-0.4	-1
10	COc1ccc(/C=C/C(=O)NC(=S)N2CCCC(C(N)=O)C2)cc1 (stereo not drawn)	2	5.8*	-4	-2	-5	-2	i	-0.5	-42
11	CCn1nc(NS(=O)(=O)c2ccc(F)cc2)c2cc3cccc(C)c3nc21	-2	1.1	-1	-1	1	1	i	0.1	-7
12	Cc1ccccc1CN1CCC(n2nccc2NC(=O)c2cccnc2)CC1	3	2.8	-3	1	3	-3	i	-0.1	-3
13	CSc1nc(=S)cc(C)[nH]1	0	1.1	1	4	-6	-2	i	-0.5	18
14	O=C(Nc1ccccc1Cl)c1cc(C2CCCN(C(=O)c3ccccc3)C2)on1 (stereo not drawn)	-1	-1.6	-3	-1	-12	7	i	-0.2	-7
15	NS(=O)(=O)c1ccc(N/N=C/c2cn(-c3ccccc3)nc2-c2cccs2)cc1	-2	7.0*	-4	-2	7	13	.	-0.6	-2
16	CC(C)(Oc1ccc(Cl)cc1)C(=O)NC1CCN(Cc2ccccc2)CC1	-7	0.3	-1	-1	0	3	i	-0.1	5
17	O=C(Nc1ccc(Cl)cc1)N1CCSCC1	-2	-0.8	-3	4	7	-6	i	-0.8	7
18	CC1(C)CC(=O)N(CC(=O)NCc2ccccc2)c2ccccc2S1(=O)=O	4	1.6	-2	1	-9	-4	i	0.4	-6
19	CC(C)N1CCc2c(sc(NC(=O)CCS(=O)(=O)c3ccccc3)c2C#N)C1	2	-0.4	-4	3	-10	-4	i	-0.5	-4
20	O=C(NCCCNc1ccc([N+](=O)[O-])cc1Cl)c1ccccc1F	1	1.5	-3	0	2	7	i	-0.1	0
21	N#Cc1cc2c(=O)n3ccccc3nc2n(Cc2ccco2)c1=NC(=O)c1ccco1	14	2.1	-16	-1	5	4	.	-0.5	41*
22	Cn1c(=O)c2c(ncn2CC(=O)OCC(=O)Nc2cccc(Cl)c2)n(C)c1=O	6	-0.3	-6	4	6	-4	i	-0.5	-1
23	CC1CCC2(CC1)NC(=O)N(CC(=O)NCc1ccc3c(c1)OCO3)C2=O (stereo not drawn)	4	0.4	-2	-4	-1	-5	i	-0.4	-15
24	CC(C)C(C(=O)Nc1nccs1)c1ccccc1 (stereo not drawn)	5	-0.8	1	2	-5	-2	i	-0.1	14
25	CCn1c(Cl)c(C=O)s/c1=N\S(=O)(=O)c1ccccc1	9	3.2	-18	-2	-26	76*	i	-1.2	-20
26	Cc1ccc(C(=O)OCC(=O)NC(=O)c2cccn2C)cc1[N+](=O)[O-]	6	-0.2	-2	-4	2	-2	i	-0.3	-1
27	COC(=O)[C@]1(C)N[C@H](c2ccc(SC3CCCCC3)c(OC)c2)[C@@H]2C(=O)N(C)C(=O)[C@@H]21	-1	-0.7	-2	2	2	-10	i	-0.3	7
28	COc1ccc(NC(=O)Cn2nc(C(F)(F)F)c3c2CCCC3)c(OC)c1	2	-0.4	0	1	-5	-6	i	0.3	11
29	Cc1ccc(Nc2nnc(SC3CCOC3=O)s2)cc1 (stereo not drawn)	9	0.5	-3	3	2	-8	i	0.4	-82
30	Cc1nc2ccccc2n1CC(O)Cn1c2ccccc2c2ccccc21 (stereo not drawn)	-5	0.5	-16	2	-3	14	i	-1.5	-3
31	Cc1noc(C)c1S(=O)(=O)N(CC(=O)NC(C)c1ccccc1)c1ccc(C(C)C)cc1 (stereo not drawn)	1	0.5	-3	-5	-6	10	i	-0.5	5
32	O=C(NCCc1ccccc1)C1CCN(S(=O)(=O)N2CCC3(CC2)OCCO3)CC1	2	0.3	0	1	-8	-6	i	-0.5	-10
33	NS(=O)(=O)c1ccc(N2N=C(c3ccccc3)CC2c2ccc(F)cc2)cc1 (stereo not drawn)	0	1.3	4	4	-2	26	.	0.3	-3
34	CN1C(=O)N(C)C2(c3ccccc3)NC(=O)NC12c1ccccc1 (stereo not drawn)	-2	-0.6	-11	-2	-9	-6	i	0.7	-6
35	CC(=O)N(c1ccccc1)c1nc(/C=C/C(=O)Nc2c(C)cc(C)cc2C)cs1	0	-1.8	-3	-3	2	-6	i	0.6	9
36	C=CCn1c(=O)c(C(=O)NC2CC2)c(O)c2cc(OC)c(OC)cc21	-6	0.1	0	0	0	3	.	-0.1	9
37	CCCCS(=O)(=O)/C=C\C=C/S(=O)(=O)CCCC	5	.	-12	2	-1	-9	i	-1.0	18
38	Cc1ccnc(NC(=O)c2cc(S(=O)(=O)N3CCCCC3)ccc2Cl)c1	-2	1.8	-9	5	-9	1	i	-0.6	-7
39	Cc1cc(=O)oc2c3c(cc(OCC(=O)NC(C)C)c12)OC(C)(C)CC3	2	2.3	-9	-2	5	1	.	-1.6	0
40	O=C(COc1c(Cl)cccc1Cl)NN1C(=O)CSC1=S	6	-0.7	0	2	1	1	i	-0.4	-89
41	O=c1oc2cc(OCc3nn[nH]n3)ccc2c2c1CCCC2	5	0.1	-3	-6	-4	-4	i	0.8	2
42	Cc1cc(NC(=O)CC(C)(C)C)nc2c1c(=O)oc1ccccc12	5	0.2	-1	1	0	-2	i	0.3	-15
43	COC(CNc1ncnc2sc(-c3ccccc3)cc12)OC	-1	1.2	-4	-2	-12	2	i	-0.2	5
44	O=[N+]([O-])c1ccc(/C=C/C2=NN(c3ccccc3)C(c3ccco3)C2)o1 (stereo not drawn)	62*	1.7	-2	-2	-65	28	i	-0.8	-91
45	O=C(COc1cccc(Br)c1)N/N=C/C(=O)c1ccccc1	4	0.1	-2	0	0	1	i	0.2	-12
46	COc1cc(S(=O)(=O)N2CCC(c3nc4ccccc4s3)CC2)ccc1S(=O)(=O)N1CC(C)CC(C)C1 (stereo not drawn)	3	0.6	-11	0	7	-6	i	-1.0	0
47	Cc1ccc(C)c(CNS(=O)(=O)c2c(C)[nH]c(C)c2C(=O)N2CCCC2)c1	-6	0.7	-3	1	4	-6	i	-0.3	-4
48	N#Cc1ccccc1OCC(O)CS(=O)(=O)c1ccccc1 (stereo not drawn)	4	-0.3	-8	0	-6	-1	i	-0.5	-9
49	O=C(NNc1ccccc1)/C(=C\c1cccnc1)NC(=O)c1ccccc1	-3	0.1	-3	-2	-8	-4	i	-0.7	-7
50	O=C1C(Cl)=C(NCC2CCCO2)C(=O)N1C1CCCCC1 (stereo not drawn)	-6	-1.1	0	2	-7	0	i	-1.0	8
51	CN(C1=NC(=O)C(CC(=O)O)S1)c1ccc(O)cc1 (stereo not drawn)	3	0.0	-5	3	-5	-2	i	-0.5	11
52	O=C(Nc1nccc(-c2cccs2)n1)c1ccccc1Cl	-5	1.2	-1	-2	-9	-2	i	0.5	-9
53	CCOc1ccc(C(C)=O)cc1CSc1nc(C)cc(C)n1	8	-0.3	-2	-6	-12	5	i	-0.6	11
54	Cc1nc(NC(=O)c2ccco2)sc1-c1csc(Nc2ccc(Cl)cc2Cl)n1	6	2.2	-3	1	-18	17	i	0.1	-3
55	CC(=O)c1ccc(OCCCC(=O)OCC(=O)Nc2c(C)nn(-c3ccccc3)c2C)cc1	-1	0.9	-1	2	-6	-3	i	-0.3	-1
56	O=C(NCCN1CCC(Cc2ccccc2)CC1)C1CCCN(S(=O)(=O)c2cnc[nH]2)C1 (stereo not drawn)	0	-1.7	-1	-3	-4	-7	i	-0.1	0
57	Cn1cc(C(=O)c2ccc(Cl)cc2Cl)cc1C(=O)O	-2	-1.4	-11	1	-3	-10	i	-0.4	7
58	Cc1cccc(N(Cc2ccccc2)C(=O)c2ccc(F)c(S(=O)(=O)N3CCOCC3)c2)c1	-2	-1.1	-2	-2	-1	22	i	-0.2	-15
59	Nc1nc(COC(=O)c2ccco2)nc(Nc2ccccc2)n1	-4	0.0	-1	1	-5	-5	i	-0.2	-5
60	CC(C)(C)c1ccc(/C=N/N2C(=O)CSC2=S)cc1	6	1.1	-3	1	-3	6	i	-0.2	-8

# Whole records, looked up by structure.
# Profile of O=[N+]([O-])c1ccc(/C=C/C2=NN(c3ccccc3)C(c3ccco3)C2)o1 (stereo not drawn) → CSN deneddyl inh = 62*; MsrA inhibitor = 1.7; MsrA act = -2; Rin1 Abl inh = -2; E coli Lon inh = -65; FAS-TE inh = 28; Neddyl block = i; TbMetRS inhib = -0.8; MLLE-PAM2 inh = -91
# Profile of CCOc1ccc(C(C)=O)cc1CSc1nc(C)cc(C)n1 → CSN deneddyl inh = 8; MsrA inhibitor = -0.3; MsrA act = -2; Rin1 Abl inh = -6; E coli Lon inh = -12; FAS-TE inh = 5; Neddyl block = i; TbMetRS inhib = -0.6; MLLE-PAM2 inh = 11

# Carrying on:
cpd	Compound	CSN deneddyl inh	MsrA inhibitor	MsrA act	Rin1 Abl inh	E coli Lon inh	FAS-TE inh	Neddyl block	TbMetRS inhib	MLLE-PAM2 inh
61	COc1ccc(CN2CCN(CCSc3ccc(C)cc3)CC2)c(OC)c1OC	-1	-0.5	-7	2	0	2	i	-0.3	8
62	O=S(=O)(Nc1ccc(N2CCOCC2)cc1)c1c(F)cc(F)cc1Br	-5	-0.6	-1	-2	0	-5	i	-0.1	-5
63	CC#CC(=O)N1CCC(C(=O)Nc2ccc(Oc3ccccc3)nc2)CC1	-3	1.6	-2	2	6	-7	i	0.1	-7
64	CN(C(=O)c1ccccn1)c1nnc(-c2cnccn2)s1	2	-0.8	-10	1	2	-10	i	-0.8	0
65	CC1CCN(c2oc(Cc3cccc4ccccc34)nc2C#N)CC1	4	0.7	-2	1	-3	7	i	-1.0	-17

# Source: PubChem BioAssay
